Peg3 promoter – Peg3 promoter-driven luciferase inhibitors, primary screen, cell-based, HeLa, luciferase luminescence; HeLa PEG-Prom luciferase reporter, overnight; inhibition, % at 20 µM; actives 1.7% (n = 360,000); AID 588405, 2011;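 active means inhibition of at least 50% at 20 µM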
NR2E3 ag-1 – NR2E3 agonists in two-hybrid cells, primary screen, cell-based, luminescence, CHO-S, Gal4-NCOR/VP16-NR2E3; luciferase; actives 0.35% (n = 360,000); Photoreceptor-specific nuclear receptor (Homo sapiens), Q9Y5X4; AID 602229, 2012; inhibition of corepressor binding, % at 3.98 µM;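 active means inhibition above the mean of all tested compounds plus 3 SD, cut at about 70% in these data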;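 further: 0% = DMSO with NR2E3 transfected cells and 100% = cells lacking NR2E3 construct; higher means lower luciferase signal from less NR2E3 corepressor binding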
Target sequence (Q9Y5X4 whole entry, looked up, the tested form may be a part): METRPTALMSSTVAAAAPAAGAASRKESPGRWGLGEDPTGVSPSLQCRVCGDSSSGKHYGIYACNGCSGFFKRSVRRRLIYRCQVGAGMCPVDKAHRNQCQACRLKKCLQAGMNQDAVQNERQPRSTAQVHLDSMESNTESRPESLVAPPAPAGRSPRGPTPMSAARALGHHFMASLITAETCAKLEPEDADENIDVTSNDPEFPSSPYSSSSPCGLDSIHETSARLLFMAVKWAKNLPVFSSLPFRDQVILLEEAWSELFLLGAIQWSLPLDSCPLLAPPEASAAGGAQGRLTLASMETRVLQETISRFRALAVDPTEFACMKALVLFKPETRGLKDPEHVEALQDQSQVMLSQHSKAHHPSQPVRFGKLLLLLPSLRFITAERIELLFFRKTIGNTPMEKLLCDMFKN
C8 TRAIL sens – viability loss with TRAIL in NB7+C8 cells, primary screen, TRAIL sensitizer project, cell-based, ATPlite luminescence; inhibition (viability loss, TRAIL sensitization), % at 10 µM; actives 1% (n = 360,000);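 active means compounds causing at least 50% loss of cell viability in the single-dose screen, relative to plate controls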
KKLEB tox – cytotoxicity in KKLEB CF airway cells, primary screen, cytotoxicity control for CF NF-kB inhibitor project, cell-based, uHTS, fluorescence assay plates | KKLEB CF airway cells viability, ATPlite luminescence, overnight; active compounds read low; cells stimulated with P. aeruginosa culture filtrate | activity change (cytotoxicity), % at 5 µM | actives 0.36% (n = 360,000) | AID 602141, 2011;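 active means corrected activity change at or below -50% at 5 µM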
CF NFkB inh – inhibitors of PAF-induced NF-kB signaling, primary screen, cell-based, GFP fluorescence, uHTS | KKLEB NF-kB-GFP reporter, GFP fluorescence overnight | inhibition, % at 5 µM | actives 0.86% (n = 360,000);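 active means at least 50% inhibition at 5 µM, scaled per plate between neutral and stimulator controls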;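 further: PAF is a Pseudomonas aeruginosa culture filtrate used as stimulus; plate controls were PAF-stimulated DMSO wells for no effect and unstimulated DMSO wells for full effect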
Shn3 inh set2 – reduction of Shn3 3'UTR firefly luciferase signal, primary screen, Schnurri-3 inhibitor project, cell-based, Clone20 osteoblasts, set 2. actives 0.52% (n = 360,000). AID 588674, 2011. Clone20 osteoblast Shn3 3'UTR firefly luciferase, 24 h. inhibition, % at 12.5 µM;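 active means mean inhibition of at least 75% with every replicate also reaching 75%; inconclusive means mean inhibition at least 75% but some replicate below; inactive means mean inhibition below 75%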;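 further: 0% = median of neutral control wells and 100% = pilot-screen positive control compound; some compounds past the cut are filed as inactive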
NR2E3 ag-2 – inhibitors of NR2E3-RetCOR corepressor binding, primary screen, NR2E3 agonist project, biochemical, TR-FRET, GST-NR2E3, biotin-RetCOR. 1536-well. inhibition of corepressor binding, % at 4.78 µM. actives 0.12% (n = 320,000). AID 2300, 2010;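 active means percent inhibition above the cutoff of mean plus 3 SD of all tested compounds, set per screening campaign, cut at about 20% in these data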;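 further: 0% = DMSO wells and 100% = biotin wells as full block of FRET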
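Material – GST-tagged NR2E3 plus biotinylated RetCOR corepressor · Quantity – NR2E3 fusion 1.35 nM · Times – 5 h incubation at 4 °C · Medium – pH 7.5 Tris-based buffer · Technique – TR-FRET, Eu(K)-anti-GST donor, streptavidin-D2 acceptor, ex 340, em 617/671 nm · Benchmarks – high control biotin, low control 0.6% DMSO · Format – 1536-well plates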
TWEAK-Fn14 inh – inhibitors of TWEAK-Fn14 signaling, primary screen, luciferase reporter cells, uHTS | TWEAK-stimulated Fn14 reporter cells, luciferase luminescence, 8 h | inhibition, % at 10 µM | actives 2% (n = 360,000) | AID 1159606, 2016; in the data active means inhibition above about 50%
HIF-2a block – HIF-2a reporter inhibitors, primary screen, luminescence, 786-0 RCC cells. 786-0 RCC cells HIF-2a reporter, luciferase luminescence, overnight. inhibition, % at 18.8 µM. actives 0.72% (n = 360,000). AID 624352, 2012;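 active means inhibition of the luminescence signal of 40% or more relative to plate controls, in a single-dose primary screen at 18.75 µM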
MITF TRPM1 inh – inhibitors of MITF-dependent TRPM1 promoter reporter, primary screen, cell-based, SK-MEL-5, single point, luciferase. AID 488899, 2010. inhibition, % at 12.5 µM. SK-MEL-5 TRPM1 promoter luciferase, 24 h. actives 0.83% (n = 330,000);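 active means mean inhibition across replicates of 60% or more, whatever share of single replicates reaches that level; inconclusive means some that reach 60%, reason not given; inactive means mean inhibition across replicates below 60%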; further: values of inactives mirror those of a sister screen read the other way
TROY NFkB inh – inhibitors of TROY-driven NF-kB signaling, primary screen, Q293 LMP1-TROYcd cells, NF-kB luciferase, uHTS. Q293 LMP1-TROYcd NF-kB luciferase reporter, 4 h. inhibition, % at 10 µM. actives 0.98% (n = 360,000). AID 1347056, 2019;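 active means compounds whose plate-normalised and pattern-corrected inhibition of the luciferase reporter signal at the single screening dose is 50% or more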
* hit, by the source's call; ? = inconclusive; nt = no result given.

SMILES	Peg3 promoter	NR2E3 ag-1	C8 TRAIL sens	KKLEB tox	CF NFkB inh	Shn3 inh set2	NR2E3 ag-2	TWEAK-Fn14 inh	HIF-2a block	MITF TRPM1 inh	TROY NFkB inh
CCc1ccccc1NC(=O)CCS(=O)(=O)c1ccc(C)cc1	2	2	3	-2	-18	6	-1	6	20	-1	6
O=c1[nH][nH]c(=O)c2c(NS(=O)(=O)c3ccccc3)cccc12	-141	-33	-7	0	3	-33	1	-18	-163	-31	-32
OCC1CCCCN1CCNCc1cn[nH]c1-c1cccc2ccccc12 (stereo not drawn)	-7	-5	13	1	14	-34	2	8	13	-2	-2
CCOC(=O)c1c(NC(=O)CCN2C(=O)c3ccccc3C2=O)sc(C(=O)OC(C)C)c1C	8	6	5	-3	4	73	1	-16	0	-3	-1
CC(=O)Nc1cc([N+](=O)[O-])ccc1N1CCOCC1	4	-12	-5	5	23	-16	1	-1	14	-1	-10
CC1Cc2ccccc2N1Cc1nc2cc(Cl)ccc2c(=O)[nH]1 (stereo not drawn)	14	-20	8	2	2	1	-1	-15	7	11	36
O=C(CCc1nnc(CCCCc2ccccc2)o1)NCc1cc(F)ccc1F	9	-21	8	-3	16	24	-3	1	5	0	0
Cc1cc(C)c(S(=O)(=O)O)c(C)n1	-3	9	-11	6	9	-7	7	13	13	6	-3
COc1ccc(CCNC(=O)COC(=O)CCC(=O)c2ccc(F)cc2)cc1OC	2	-5	-2	1	18	-16	3	-22	4	-3	-10
COc1cc(-c2nnc(NC(=O)CS(=O)(=O)c3ccc(F)cc3)o2)cc(OC)c1OC	11	0	1	5	1	-7	2	5	5	-15	4
CC1CC(C)CN(CCCn2c(=S)[nH]c3ccccc3c2=O)C1 (stereo not drawn)	2	-5	-6	-5	-8	0	2	-23	13	-6	-4
CCOC(=O)c1cc2cc(C)ccc2[nH]1	-218	-43	6	16	-2	7	2	-8	-236	-66	-50
COc1ccc(Sc2nc3ccccc3n3c(C(F)(F)F)nnc23)cc1	7	-8	28	0	6	-13	2	-2	2	8	20
CN(C)c1ccc(Nc2ncnc3ccc(Br)cc23)cc1	0	-63	-6	-10	73*	-3	-1	82*	-14	-15	48
Cc1ccccc1OCc1ccc(C(=O)N2CCOCC2)o1	-12	9	1	6	7	-2	0	-22	-16	-2	-20
COc1cc(C(=S)N2CCCC2)cc(OC)c1O	-4	-1	-4	2	-6	-31	1	0	2	-4	5
CCc1nnc(NC(=O)c2ccncc2)s1	-23	6	-12	1	16	-17	3	-1	-22	6	6
COc1ccc(OC)c(NC(=O)CCn2c(=S)[nH]c3ccccc3c2=O)c1	16	-8	-6	-1	0	10	4	-13	2	5	-16
COc1ccc(N2CCN(C(=O)c3ccc(S(=O)(=O)NCc4ccco4)cc3)CC2)cc1	6	8	-4	4	-11	6	2	0	-11	-8	-5
Cc1csc(NC(=O)CCc2c(C)nc3cc(-c4cccc(F)c4)nn3c2C)n1	-16	-3	21	-20	1	24	3	8	37	3	6
O=C(NC1CCCCCCC1)c1ccco1	-11	7	-4	-15	7	-2	-2	-1	-65	-9	-12
COCCn1c(=NC(=O)CSC(C)=O)sc2cc(OC)ccc21	-11	3	-1	18	-29	-31	0	-2	-3	nt	-23
CC(OC(=O)c1ccc(NC(=O)CC#N)cc1)C(=O)Nc1ccc2c(c1)OCCO2 (stereo not drawn)	-14	-8	19	-8	20	10	-7	-13	-6	5	13
Cc1ccc2nc(Cl)c(/C=N/NC(=O)CN3CCOCC3)cc2c1	-14	-14	10	-2	-8	15	1	-19	-12	3	-34
O=[N+]([O-])c1cccc(N/N=C/c2cc([N+](=O)[O-])ccc2O)c1	-193	-10	1	0	-3	-44	3	-38	-198	-17	-28
CN(C1CCS(=O)(=O)C1)S(=O)(=O)c1ccc(N2CCCC2=O)cc1 (stereo not drawn)	10	8	-1	4	-5	14	3	-28	-3	-3	10
Cc1cc(C)c2c(n1)SCC(=O)N2CC(=O)Nc1cc(F)ccc1F	8	-26	-21	11	-16	-4	0	18	13	-7	2
CN(C)c1cc(O)c(C(=S)Nc2ccccc2)c(N(C)C)c1	-27	-37	-9	2	2	-1	-3	12	-95	-13	-9
O=C(Nc1nc(-c2ccncc2)cs1)c1ccc(S(=O)(=O)N2CCOCC2)cc1	12	-27	8	6	11	-45	-2	2	0	16	6
CC(CN(C)Cc1ccccc1)OC(=O)c1ccc2c(c1)OCCO2 (stereo not drawn)	-34	-4	-3	1	-10	-8	2	-2	-130	-11	-21
CCCc1nnc(NC(=O)C23CC4CC(CC(C4)C2)C3)s1	-41	-25	-8	0	-6	-3	nt	1	-46	4	-64
CCn1cc(CN2CCC(n3nccc3NC(=O)c3ccccc3C)CC2)c(C)n1	8	-14	-6	-8	-6	-5	-1	13	11	2	4
O=C(CN1CCN(c2ccccc2F)CC1)c1ccc(O)cc1O	-18	-20	0	-5	-5	-1	5	-1	-27	2	-32
Cc1onc(-c2c(Cl)cccc2Cl)c1C(O)c1ccc(F)cc1 (stereo not drawn)	20	-4	15	-11	4	-2	-3	11	21	-20	4
CCCC(=O)Nc1c(O)c2ccccc2[nH]c1=O	0	-8	1	-6	-10	3	1	0	-3	4	-3
O=C(CCNC(=O)c1ccccc1)NCCCc1ccccc1	9	-1	-2	-15	9	-25	2	1	14	6	-5

Sorted by number of heavy atoms (rising): 3 of the compounds above.
SMILES	Peg3 promoter	NR2E3 ag-1	C8 TRAIL sens	KKLEB tox	CF NFkB inh	Shn3 inh set2	NR2E3 ag-2	TWEAK-Fn14 inh	HIF-2a block	MITF TRPM1 inh	TROY NFkB inh
Cc1onc(-c2c(Cl)cccc2Cl)c1C(O)c1ccc(F)cc1 (stereo not drawn)	20	-4	15	-11	4	-2	-3	11	21	-20	4
O=C(CN1CCN(c2ccccc2F)CC1)c1ccc(O)cc1O	-18	-20	0	-5	-5	-1	5	-1	-27	2	-32
CC(CN(C)Cc1ccccc1)OC(=O)c1ccc2c(c1)OCCO2 (stereo not drawn)	-34	-4	-3	1	-10	-8	2	-2	-130	-11	-21

Continued:
SMILES	Peg3 promoter	NR2E3 ag-1	C8 TRAIL sens	KKLEB tox	CF NFkB inh	Shn3 inh set2	NR2E3 ag-2	TWEAK-Fn14 inh	HIF-2a block	MITF TRPM1 inh	TROY NFkB inh
COC(=O)C1=C(N)Oc2cc(C)n(Cc3cccnc3)c(=O)c2C1c1ccc(OC)c(OC)c1OC (stereo not drawn)	13	-21	-3	-12	-12	9	-1	-19	10	-4	5
COCC(C)n1c(SCc2ccc(OC)c(F)c2)nc2ccccc2c1=O (stereo not drawn)	14	-1	5	-18	26	0	nt	-10	-1	-5	5
COc1ccc(NC(=O)C(=O)NCCN2CCN(C(=O)c3ccc(C)cc3)CC2)cc1	4	16	5	3	14	-3	4	-9	-7	-2	-7
O=C(COC(=O)c1ccc[nH]c1=O)NCCc1ccc(Cl)cc1Cl	-194	-100	20	8	-9	-111	-1	-35	-176	-3	-63
Cc1nn(CC(O)COc2ccc3c(c2)CCC3)c(C)c1C (stereo not drawn)	-14	4	-5	6	-6	1	1	-9	-25	-15	-16
O=C(CN1CCCCC1)Nc1cccc(Cl)c1	1	-6	-8	13	-9	-6	-1	-1	-11	-17	4
CCn1cc(C(=O)Nc2ccc(OC)c(OC)c2)c2cc(OC)c(OC)cc2c1=O	0	17	5	14	-20	8	-1	-30	14	-6	3
CC(=O)c1cccc(NC(=O)N2CCCC2C(=O)NCc2ccccc2)c1 (stereo not drawn)	4	18	2	10	-5	9	0	-7	9	1	-11
COC(=O)c1cn(CCC#N)nc1-c1ccc2ccccc2c1	13	-5	-13	-3	10	4	4	12	14	7	3
CCN(c1ccc(NC(=O)COC(=O)c2ccc(C)c(S(=O)(=O)N3CCOCC3)c2)cc1)C(C)C	-14	-22	-1	13	10	7	-2	-7	-8	-7	4
COc1cc(/C=N/NC(=O)c2nnn(-c3nonc3N)c2C(C)C)ccc1OCc1ccccc1	-96	-51	23	1	-29	29	2	62*	-10	-23	37
O=c1[nH]c(=O)n(-c2ccc(F)cc2)c2c1C(C(F)(F)F)(C(F)(F)F)N=C(c1ccc(F)cc1)N2	44	-14	42	-10	46	36	-2	65*	20	23	42
CC(=O)c1c(C)[nH]c(C(=O)OCC(=O)N2CCN(S(=O)(=O)c3ccc(C)cc3)CC2)c1C	6	23	11	11	-24	13	1	-7	14	5	-9
CCCCN(C)C(=O)c1nc2ccccn2c1CNCCCn1ncc2ccccc21	-2	-12	-4	-3	1	28	-2	-9	-6	13	1
O=C(O)c1cccc2c1C(=O)N(Cc1ccccc1)C2	10	-45	-3	5	-9	3	2	-6	21	8	-9
NC(=O)C1CCCN(S(=O)(=O)c2ccccc2)C1 (stereo not drawn)	8	-12	-14	-7	4	-4	-1	-15	4	-12	-16
COc1ccc(NC(=O)c2ccco2)cc1NC(=O)c1ccc(Br)o1	-9	-29	0	6	-40	14	3	-14	-56	5	-21
COc1ccc(OC)c(C(=O)COC(=O)CNC(=O)c2ccccc2)c1	-4	11	-10	5	-3	-9	3	5	16	12	-1
CCc1c(C)[nH]n(-c2nc(-c3ccccc3)cs2)c1=O	-60	-45	0	18	-9	-18	0	5	-73	-15	-12
Cc1noc(C)c1C(=O)Nc1cccc2ncccc12	5	-35	-13	-6	4	7	0	-10	12	6	9
O=C(NCc1cccs1)c1cc(-c2ccccc2)nn1CC1CC(c2cccnc2)=NO1 (stereo not drawn)	-9	-35	5	13	-21	5	-2	-22	8	2	-10
Cc1ccc(NC(=O)CN(C)CC(=O)Nc2ccccc2Oc2ccccc2)cc1	20	-6	-7	1	-13	4	1	-2	17	-4	24
CN(C)c1ccc(C=c2c3ccccc3n3c2cc(-c2ccccc2)[n+]3C)cc1	104*	80*	54*	-22	-145	?	nt	97*	90*	95*	53*
CC(C)CC(=O)N1CCC(O)(CS(=O)(=O)Cc2ccc(Cl)cc2)CC1	16	-8	-2	-3	2	0	-4	20	13	0	-2
NC1C=CC=C(C(=O)O)C1 (stereo not drawn)	0	-19	-5	-8	6	-8	1	8	10	-4	-13
OCC1OC(n2cnc3c(/C=C(\O)c4ccccc4)ncnc32)C(O)C1O (stereo not drawn)	-88	-9	-6	-3	8	-14	nt	5	-129	0	-11

Screening data (PubChem BioAssay)

Not all compounds are listed. The share of hits here may be higher or lower than overall.
